Screening data as filed in PubChem.
USP2a inhib: inhibitors of human ubiquitin-specific protease USP2a; USP2a enzymatic assay, qHTS inhibition; hit rate 0.1% among 60,000; O75604; Potency, µM (top dose mostly 38.3 µM), without a hit: top-dose activity change, negative = inhibition, usual class: inhibitors;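 note: potency is the fitted concentration of half-maximal effect; nearly all actives have a fitted effect of over 60% in size; plate controls were DMSO for no effect and NEM full inhibition control for full effect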
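USP2 core (20nM final) preincubated 30 min RT with compound, then Ub-PLA2 20nM and NBD C6-HPC 20uM final added; buffer 20mM Tris-HCl pH 8.0, 2mM CaCl2. Fluorescence Ex 460/Em 535 read at 0 and 2.5 h; normalized to NEM.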
Rhodamine autofl: compound autofluorescence in rhodamine spectral region; Rhodamine-region fluorescence, 547/598 nm, Tris buffer; active compounds read high; max dye-equivalent concentration, M; hit rate 0.05% among 59,000; in the data active = max dye-equivalent concentration above about 11 nM; inconclusive = between about 1.1 nM and that limit
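Read-out is relative fluorescence at 547 nm excitation and 598 nm emission, expressed as dye-equivalent concentration using rhodamine standards on every plate. Each compound was profiled across a concentration series after 15 min in 100 mM Tris, pH 8.0.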
HEK293 cAMP cs: parental HEK293 cAMP activation (counter-screen) | parental HEK293 CNG cAMP sensor, membrane potential fluorescence | Potency, µM (titrated, usually from 57.1 µM), without a hit: top-dose activation, actives largely listed as activators | hit rate 2.5% among 73,000; note: potency is the fitted concentration of half-maximal effect; % of control where 0% means no effect; nearly all actives have a fitted effect of over 55% in size
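Counterscreen for endogenous-receptor signalling: CNG-channel HEK 293 cells report cAMP rise by membrane depolarization. After 60 min dye equilibration with 100 uM RO 20-1724, compounds incubated 30 min before bottom-read fluorescence at 590 nm.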
DNA Pol III inh: blocks replication by bacterial DNA polymerase III holoenzyme | reconstituted DNA polymerase III holoenzyme replication, biochemical | Potency, µM (doses to about 57.1 µM), for inactives: top-dose activity change, negative = inhibition | hit rate 0.25% among 71,000; note: potency is the fitted concentration of half-maximal effect; % is set by controls: 0 for no effect and ±100 for the full control effect
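Reconstituted *E. coli* holoenzyme (0.35 nM Pol III, 1 nM beta, 154 nM SSB, 2 nM primase) was preincubated with compound for 15 min at RT. Synthesis on 1.4 nM ssM13Gori ran 35 min, then was stopped with PicoGreen/EDTA and read as dsDNA fluorescence.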
Caspase-1 inhib: blocks human caspase-1 allosterically or competitively | P29466 | Caspase-1 enzyme, Ac-WEHD-AFC fluorogenic rate | hit rate 0.03% among 75,000 | Potency, µM (highest dose often 57.5 µM), for inactives: top-dose activity change, negative = inhibition, usual class: inhibitors;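 note: potency is the fitted concentration of half-maximal effect; plate controls were vehicle for no effect and no substrate for full effect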
Target sequence (P29466 120-297 limits assumed): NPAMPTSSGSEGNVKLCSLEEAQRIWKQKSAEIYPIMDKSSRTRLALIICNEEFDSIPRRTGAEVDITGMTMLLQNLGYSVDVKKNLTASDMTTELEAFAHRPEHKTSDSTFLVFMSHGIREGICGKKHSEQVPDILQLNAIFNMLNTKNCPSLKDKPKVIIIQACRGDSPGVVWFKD
Target sequence (P29466 317-404 limits assumed): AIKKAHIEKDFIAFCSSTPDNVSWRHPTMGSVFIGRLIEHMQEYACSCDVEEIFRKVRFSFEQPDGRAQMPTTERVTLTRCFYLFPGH
BRCT inh green: BRCA1 BRCT-phosphoprotein interaction inhibition | Potency, µM (doses to about 76.9 µM), inactives show at the highest dose activity change, negative = inhibition, most hits filed as inhibitors | P38398 | BRCA1 BRCT-phosphopeptide binding, green fluorescence polarization | AID 875 | hit rate 0.05% among 75,000;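 note: potency is the fitted concentration of half-maximal effect; plate controls were peptide without protein for full effect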
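Compounds were incubated for 12 min at room temperature with a complex of 100 nM fluorescein-tagged pBACH1 decapeptide and 250 nM His-tagged BRCT protein. Buffer was phosphate pH 7.3 with EDTA, DTT and Tween 20. Disruption of binding lowers the polarization signal.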
Casp7 inh: blocks human caspase-7 allosterically or competitively; P55210; recombinant caspase-7, Ac-DEVD-AFC fluorescence rate; Potency, µM (series often up to 57.5 µM), without a hit: top-dose activity change, negative = inhibition, most hits filed as inhibitors; hit rate 0.02% among 75,000; active = well fitted inhibition curve with a large enough effect in the main read-out, with a control signal flat, not every such curve was filed as active; inconclusive = small, poorly fitted or top-dose-only effect, or a change in a side signal; note: potency is the fitted concentration of half-maximal effect; % of control where 0% means no effect
Tau filament bind: binders of human tau filaments | hit rate 2% among 71,000 | recombinant tau filaments, thioflavin S fluorescence, 15 h; filaments grown with octadecylsulfate alongside compound | Potency, µM (titrated, usually from 57.1 µM), inactives show at the highest dose activity change, negative = inhibition | P10636;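 note: potency is the fitted concentration of half-maximal effect; % is set by controls: 0 for no effect and ±100 for the full control effect; actives lower thioflavin S fluorescence by blocking filaments or displacing dye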
Target sequence (P10636 whole entry, looked up): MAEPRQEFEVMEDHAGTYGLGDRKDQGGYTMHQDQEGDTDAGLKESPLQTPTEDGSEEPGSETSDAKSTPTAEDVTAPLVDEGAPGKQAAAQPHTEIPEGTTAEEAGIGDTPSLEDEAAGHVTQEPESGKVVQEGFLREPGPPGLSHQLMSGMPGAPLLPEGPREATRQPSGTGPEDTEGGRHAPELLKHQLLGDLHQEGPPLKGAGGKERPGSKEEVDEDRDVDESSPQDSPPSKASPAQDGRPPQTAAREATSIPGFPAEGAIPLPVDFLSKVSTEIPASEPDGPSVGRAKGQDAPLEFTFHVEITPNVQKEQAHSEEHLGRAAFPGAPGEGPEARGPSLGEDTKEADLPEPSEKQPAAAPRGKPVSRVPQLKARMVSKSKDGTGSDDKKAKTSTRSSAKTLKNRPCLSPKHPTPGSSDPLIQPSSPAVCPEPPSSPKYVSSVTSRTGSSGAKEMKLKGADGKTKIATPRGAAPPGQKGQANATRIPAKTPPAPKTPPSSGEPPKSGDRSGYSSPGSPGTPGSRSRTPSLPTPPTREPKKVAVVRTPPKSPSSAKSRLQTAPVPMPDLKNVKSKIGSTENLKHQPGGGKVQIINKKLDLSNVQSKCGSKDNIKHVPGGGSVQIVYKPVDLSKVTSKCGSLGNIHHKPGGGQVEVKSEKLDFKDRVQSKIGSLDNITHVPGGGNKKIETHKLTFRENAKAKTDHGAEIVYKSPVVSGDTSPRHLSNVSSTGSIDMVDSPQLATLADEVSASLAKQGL
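His-tagged recombinant human tau (exons 2, 3, 10; 1 uM final) fibrillized with 30 uM sodium octadecylsulfate, 15 h at 37 C, in pH 7.4 HEPES buffer with 10 uM thioflavine S and 5 mM DTT. Reduced ThS fluorescence (450/510 nm) marks activity.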
BRCT PPI red: BRCT-phosphoprotein interaction inhibition (red fluorophore) | P38398 | BRCT-phosphopeptide binding, red fluorescence polarization | Potency, µM (titrated, usually from 76.9 µM), inactives show at the highest dose activity change, negative = inhibition, most hits filed as inhibitors | hit rate 0.03% among 75,000 | AID 892; note: % is set by controls: 0 for no effect and ±100 for the full control effect
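Rhodamine-labelled pBACH1 10-mer (100 nM) bound to BRCT domain (100 nM) at pH 7.3; compounds incubated 12 min room temperature, polarization read. Free peptide defines full inhibition; unlabelled decapeptide titrated as control.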
HADH2 inhib: inhibitors of human HADH2 dehydrogenase | AID 886 | hit rate 3.4% among 73,000 | recombinant HADH2, NADH fluorescence, beta-hydroxybutyryl-CoA | Q99714 | Potency, µM (series often up to 57.1 µM), inactives show at the highest dose activity change, negative = inhibition, hits mostly inhibitors; note: potency is the fitted concentration of half-maximal effect; % is set by controls: 0 for no effect and ±100 for the full control effect; nearly all actives have a fitted effect of over 60% in size; many of its hits are not listed in these tables
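Buffer 100 mM Tris-HCl pH 9.0/0.01% Tween-20; HADH2 20 nM; NAD+ 1 mM; beta-hydroxybutyryl-CoA 90 uM (all final). 15 min cpd preincubation, RT.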
ALOX15 inhib: inhibitors of human 15-lipoxygenase (ALOX15) | purified 15hLO-1, xylenol orange hydroperoxide absorbance | Potency, µM (titrated, usually from 57.1 µM), without a hit: at the highest dose activity change, negative = inhibition, most hits filed as inhibitors | hit rate 1.4% among 74,000 | AID 887; note: potency is the fitted concentration of half-maximal effect; % is set by controls: 0 for no effect and ±100 for the full control effect; nearly all actives have a fitted effect of over 55% in size
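Purified human 15hLO-1 (40 nM) in 25 mM Hepes pH 7.5, 0.01% Triton X-100, preincubated 15 min RT with compound, then 50 uM arachidonic acid for 6 min. Hydroperoxide read by ferrous/xylenol orange, 30 min; 573/405 nm absorbance ratio gave progress.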
An asterisk follows results filed as active; i = inactive; ? = inconclusive; . = no result given; [ ] = another dose, or the depositor's remark. Unless noted, calls come from the whole dose curve; as a rule, active = well fitted curve in the direction sought with a large enough effect; inconclusive = small, poorly fitted or top-dose-only effect, or another doubt; inactive = no such curve, though single readings can be large; an effect the other way counts as inactive or inconclusive. Not all compounds are listed, so the mix of outcomes need not match the whole.

SMILES	USP2a inhib	Rhodamine autofl	HEK293 cAMP cs	DNA Pol III inh	Caspase-1 inhib	BRCT inh green	Casp7 inh	Tau filament bind	BRCT PPI red	HADH2 inhib	ALOX15 inhib
O[C@@H](C1=C/C(=C\c2ccncc2)c2ccccc21)c1ccncc1	.	i	18%[11.4 µM]	-13%[11.4 µM]	0%[11.5 µM]	-1.2%[15.4 µM]	0%[11.5 µM]	-6%[11.4 µM]	-0.8%[15.4 µM]	1%[11.4 µM]	0%[11.4 µM]
CCOC(=O)N1CCN(C(=O)Cn2cc3c(n2)CCCC3)CC1	-3%	i	4%	-7%	0%	-0.9%	-1%	1%	0.0%	1%	9%
COC(=O)c1ccccc1NC(=O)CSc1ccccn1	-1%	i	18%	-9%	1%	3.2%	0%	6%	-0.3%	-14%	-1%
COc1ccccc1N1CCN(C(=O)C(C)N(c2ccc(C)cc2)S(C)(=O)=O)CC1 (stereo not drawn)	14%	i	3%	2%	-1%	0.9%	-1%	-3%	0.6%	-14%	2%
COC(=O)C1C2C=CC3(CN(C(C)C)C(=O)C13)O2 (stereo not drawn)	.	.	-3%	2%	-1%	-3.3%	-2%	-8%	0.5%	-7%	5%
Cc1csc2ncc(C(=O)NCc3ccccc3Cl)c(=O)n12	.	.	-4%	-1%	1%	4.7%	-1%	41%	0.2%	11%	0%
O=C(c1ccc(CS(=O)(=O)c2ccc(Br)cc2)o1)N1CCCCCC1	.	.	12%	-3%	-2%	-1.6%	3%	2%	-2.4%	-4%	-2%
O=C(CSCSCC(=O)Nc1ccc2c(c1)OCO2)Nc1ccc2c(c1)OCO2	-9%	i	-3%	-6%	0%	-3.4%	.	19%	-0.4%	20%	-30%
Cc1ccnc(NS(=O)(=O)c2ccc(NS(=O)(=O)Cc3ccccc3)cc2)n1	-3%	.	5%	2%	0%	-2.9%	0%	-6%	0.9%	0%	0%
Cn1c(=O)c2c(nc(OCc3cccnc3)n2Cc2c(F)cccc2Cl)n(C)c1=O	6%	i	5%	-5%	-2%	1.0%	-1%	8%	-0.2%	7%	7%
CCOc1ccc(-c2cc(C(=O)N3CCN(c4ccccn4)CC3)c3ccccc3n2)cc1	36%[activator]	i	12%	2%	-2%	-3.1%	-2%	23%	-0.2%	?	-4%
CN1CCN(c2ccccc2NC(=O)Cc2cn(C)c3ccccc23)CC1	.	.	?	1%	0%	-2.6%	-2%	-13%	-1.8%	-8%	-8%
CC1CN(S(=O)(=O)c2ccc(Cl)c(S(=O)(=O)N3CC(C)OC(C)C3)c2)CC(C)O1 (stereo not drawn)	-1%	.	0%	-1%	1%	-0.9%	1%	51%	2.1%	7%	2%
CCN(CC)S(=O)(=O)c1ccc(C(=O)OCC(=O)N2CCN(C(=O)c3ccco3)CC2)cc1	2%	i	-16%	-3%	-4%	0.6%	-1%	1%	-0.1%	28%	?
Oc1ccc(Nc2nc(NCC3CCCO3)c3ccccc3n2)cc1 (stereo not drawn)	6%	i	-13%	?	2%	0.0%	0%	44%	-0.2%	-26%	?
COc1ccccc1-c1cc(=O)c2cccc(OC)c2o1	-13%	.	.	.	-1%	2.0%	-1%	.	-0.9%	.	-8%
CCOc1ccc(OCC)c(NC(=O)CSc2nc3c(c(=O)n(C)c(=O)n3C)n2C(C)C)c1	.	i	?	-4%	-2%	-0.1%	5%	4%	0.3%	-5%	3%
O=S(=O)(c1ccc(OCC(O)CNCc2ccco2)c(Cl)c1)N1CCOCC1 (stereo not drawn)	4%	i	4%	2%	-1%	-1.8%	0%[0.00368 µM]	-11%	-0.2%	5%	7%
CC(Sc1n[nH]c(=O)[nH]c1=O)C(=O)OCc1ccccc1 (stereo not drawn)	-2%	.	-1%	-8%	1%	-0.9%	1%	4%	0.4%	-22%	3%
O=C(NCCC1=CCCCC1)C1CCN(S(=O)(=O)c2cnc[nH]2)CC1	4%	i	2%	-3%	-2%	-1.0%	-6%	3%	0.4%	9%	-18%
Cc1c(C(=O)OCC2CCCO2)[nH]c2c1C(=O)CC(c1ccc(N(C)C)cc1)C2 (stereo not drawn)	.	.	28%	5%	0%	-0.2%	-5%	53%	-0.7%	9%	-5%
COC(=O)c1cc(OC)c(OC)cc1NC(=O)CCc1ccc(C)o1	29%	i	?	-7%	0%	-0.9%	0%	3%	-0.1%	12%	-3%
CCN(CCCNC(=O)COc1cc(=O)n(CC)c2ccccc12)c1ccccc1	24%	i	18%	-6%	1%	-2.2%	-1%	-11%	-1.7%	-8%	-8%
O=C(CSc1nnc(COc2ccccc2)o1)N1CCN(c2ccccc2)CC1	36%[activator]	i	-6%	-3%	0%	1.4%	-3%	?	0.9%	3%	-12%
COC(=O)CC1C2(C)CC34OC5(C)O[C@@]6(C7/C(=C(/O)C(C)C)C(=O)OC(c8ccoc8)[C@]7(C)C(OC(C)=O)C(OC(C)=O)[C@]6(O5)[C@@]13C)C(OC(C)=O)[C@]4(O)C2OC(=O)C(C)C (stereo partly drawn)	33%[activator]	.	.	.	-4%	-0.9%[3.08 µM]	-3%	.	-0.9%	.	6%
The results go on:
SMILES	USP2a inhib	Rhodamine autofl	HEK293 cAMP cs	DNA Pol III inh	Caspase-1 inhib	BRCT inh green	Casp7 inh	Tau filament bind	BRCT PPI red	HADH2 inhib	ALOX15 inhib
COc1ccc(C(C)(C)C)cc1NC(=O)C1C2C=CC(C2)C1C(=O)O (stereo not drawn)	6%	i	6%	0%	3%	-1.1%	3%	4%	-0.5%	4%	13%
O=C(Oc1ccnc2cc(Cl)ccc12)N1CCOCC1	6%[7.66 µM]	.	11%[11.4 µM]	-3%[11.4 µM]	-1%	-0.9%	-2%	0%[11.4 µM]	-0.9%	-5%[11.4 µM]	0%[11.4 µM]
O=C(NCCN1CCCCC1)Nc1ccc(F)c(Cl)c1	-8%	i	1%	-2%	0%	-0.4%	-2%	-17%	0.0%	18%	-10%
CCC(=O)N1CCN(CCN=CC2=C(O)CC(c3cccs3)CC2=O)CC1 (stereo not drawn)	2%[7.66 µM]	.	8%[11.4 µM]	6%[11.4 µM]	0%	0.0%	1%	2%[11.4 µM]	1.0%	3%[11.4 µM]	13%[11.4 µM]
CCC(C)COC(=O)c1ccc(C(=O)O)cc1 (stereo not drawn)	5%	i	2%	2%	-1%	-1.6%	0%	-45%	-2.5%	0%	9%
O=C(Cn1ncc2c1-c1ccccc1OC2)N(Cc1ccco1)C1CCCCC1	.	.	?	3%	-3%	-0.5%	-9%	-19%	-0.7%	-5%	-2%
COc1ccccc1OCC(=O)N1CCN(c2ccccc2OC)CC1	.	.	?	.	-3%	-1.7%	1%	.	-0.1%	-8%	-1%
CCOC(=O)c1c(NC(=O)CN2CCCCC2)sc2c1CCN(C(=O)OCC)C2	.	.	7.9µM*	.	-2%	3.7%	-6%	.	0.0%	-19%	-14%
Cc1cc(C)n2nc(SC(C)C(=O)NCc3ccco3)nc2n1 (stereo not drawn)	8%	i	-2%	-4%	1%	-0.7%	0%	0%	0.5%	-4%	0%
O=C(CSc1nnc(-c2cccs2)n1Cc1ccco1)Nc1ccc2c(c1)OCO2	15%	i	?	-2%	-1%	1.6%	-2%	21%	-1.1%	9%	-10%
CCN(CC)C(=O)CN1CCC(n2c(C)nc3cc(C(F)(F)F)ccc32)CC1	152%[activator]	i	4%	-3%	-1%	1.7%	-4%	-5%	-0.4%	9%	13%
NC(=O)C1CCN(c2nc(C3CC3)nc3c2nnn3Cc2ccccc2)CC1	4%	i	7%	-3%	0%	-3.6%	2%	4%	0.1%	10%	3%
O=C(CCC1CC(=O)Nc2ccccc21)NCc1cccnc1 (stereo not drawn)	.	.	-3%	-2%	-2%	-2.3%	-1%	-1%	-0.7%	5%	-2%
Cc1ccccc1-c1cc(N2CCNCC2)ncn1	-12%	i	16%	-4%	-12%	0.0%	-22%	0%	0.0%	-8%	11%
Cc1cc(C)n(CCc2nc3c4ccccc4n(CC(=O)Nc4ccc(Cl)cc4F)c(=O)n3n2)n1	16%	i	4%	-4%	3%	-1.4%	-2%	-3%	-0.7%	12%	3%
CC(=O)c1ccc2c3c(cccc13)C(=O)N(c1c(C)nn(C)c1C)C2=O	.	i	-1%	-5%	0%	-1.3%	-1%	-8%	0.0%	3%	2%
c1ccc2[nH]c(NCCCN3CCOCC3)nc2c1	1%	i	11%	1%	-1%	-8.3%	-1%	-8%	0.9%	0%	-3%
COc1cc(-c2nnc3sc(Cc4ccc(Cl)cc4)nn23)cc(OC)c1OC	39%[activator]	i	?	-6%	-1%	2.2%	0%	484%	0.0%	10µM*	-10%
